Compound activity as filed in PubChem BioAssay.
PfGluPho inh = PfG6PD (Plasmodium falciparum) enzyme inhibition. PfGluPho enzyme, NADPH resazurin-diaphorase fluorescence. inhibition, % at 20 µM. 350,000 tested, 0.78% active. AID 504690;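 active = inhibition reaching at least a set limit at 20 µM in the primary screen, cut at about 59% in these data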;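 also: 0% = DMSO wells with substrate and 100% = DMSO wells lacking glucose-6-phosphate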
SENP7 inh = blocks the human protease SENP7; Q9BQF6; recombinant SENP7, Z-RLRGG-aminoluciferin luminescence, 40 min; inhibition, % at 5 µM; 330,000 tested, 1.5% active;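 active = inhibition above about 50% at the single test dose, limit read from the data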;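 also: plate controls were DMSO with enzyme for no effect and no enzyme buffer wells for full effect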
HKDC1 inh = HKDC1 (human) hexokinase inhibition. Q2TB90. recombinant HKDC1, G6PDH/diaphorase resazurin coupled fluorescence. inhibition, % at 20 µM. 340,000 tested, 0.16% active. AID 493160;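 active = inhibition above about 35% when tested at 20 µM, limit read from the data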;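 also: plate controls were DMSO wells with enzyme for no effect and DMSO wells lacking enzyme for full effect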
Target sequence (Q2TB90 whole entry, looked up): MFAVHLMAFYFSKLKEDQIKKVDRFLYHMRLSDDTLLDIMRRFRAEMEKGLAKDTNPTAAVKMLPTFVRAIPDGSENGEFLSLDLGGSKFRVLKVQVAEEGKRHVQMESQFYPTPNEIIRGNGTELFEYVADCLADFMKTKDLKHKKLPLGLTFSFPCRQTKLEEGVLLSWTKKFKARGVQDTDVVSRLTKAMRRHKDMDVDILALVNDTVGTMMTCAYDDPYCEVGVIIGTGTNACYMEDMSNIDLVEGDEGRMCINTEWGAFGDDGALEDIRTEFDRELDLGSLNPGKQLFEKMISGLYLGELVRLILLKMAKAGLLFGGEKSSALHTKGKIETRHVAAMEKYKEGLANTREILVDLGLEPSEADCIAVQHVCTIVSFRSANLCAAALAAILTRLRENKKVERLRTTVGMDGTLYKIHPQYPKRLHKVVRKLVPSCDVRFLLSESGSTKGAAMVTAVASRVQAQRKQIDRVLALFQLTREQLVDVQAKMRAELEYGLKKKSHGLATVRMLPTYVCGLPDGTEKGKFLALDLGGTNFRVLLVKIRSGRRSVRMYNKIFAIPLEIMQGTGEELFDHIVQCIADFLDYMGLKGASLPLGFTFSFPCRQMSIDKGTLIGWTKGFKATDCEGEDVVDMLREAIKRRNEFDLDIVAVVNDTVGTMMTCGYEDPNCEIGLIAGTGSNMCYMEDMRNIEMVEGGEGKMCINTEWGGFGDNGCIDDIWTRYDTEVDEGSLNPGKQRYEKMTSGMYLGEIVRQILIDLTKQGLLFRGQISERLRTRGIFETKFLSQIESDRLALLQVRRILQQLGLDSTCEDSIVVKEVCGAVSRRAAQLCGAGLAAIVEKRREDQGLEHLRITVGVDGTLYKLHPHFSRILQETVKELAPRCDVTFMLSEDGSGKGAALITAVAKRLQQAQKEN
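Assay system: recombinant HKDC1 hexokinase; detection: coupled resazurin fluorescence, excitation 525 nm, emission 613 nm; benchmarks: DMSO-plus-enzyme-mix negative control, buffer-substituted positive control; compound dosing: single 20 µM dose; schedule: 90 min at room temperature in dark; also added: glucose plus 1 mM ATP as hexokinase substrates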
SENP1 inh = blocks the human SENP1 SUMO protease catalytic domain; Q9P0U3; recombinant SENP1 catalytic domain, CyPet-SUMO1-YPet FRET cleavage; inhibition, % at 10 µM; 360,000 tested, 0.21% active; AID 624204;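 active = inhibition at least 30% at 10 µM, raw YFP signal under a set limit, fluorescence ratio 0.5 to 1.5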;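 also: 0% = enzyme with DMSO and 100% = no enzyme wells; some results filed as inactive read as strong as hits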
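Compound: 10 µM single point, 0.5% DMSO; Test system: hSENP1 catalytic domain, recombinant; Timing: 50 min reaction at room temperature; Technique: FRET, CFP and YFP emission; Control set: no-enzyme wells low, DMSO-plus-enzyme wells high control.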
SENP6 inh = inhibitors of human SENP6 protease | Recombinant SENP6 catalytic domain, aminoluciferin luminescence | inhibition, % at 10 µM | 330,000 tested, 1.8% active | Q9GZR1;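 active = inhibition above about 50% at the single tested dose, limit read from the data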;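 also: plate controls were DMSO wells with enzyme for no effect and DMSO wells lacking enzyme for full effect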
SENP8 block-1 = inhibitors of human SENP8 protease; Q96LD8; purified SENP8, Z-RLRGG-aminoluciferin cleavage, luminescence; inhibition, % at 10 µM; 330,000 tested, 1.2% active; AID 2540; in the data active = inhibition above about 50%
Apaf-1 inh = blocks human Apaf-1 apoptosome activity | O14727 | reconstituted apoptosome caspase-3 activity, DEVD-Rh110 fluorescence | inhibition, % at 20 µM | 330,000 tested, 0.71% active; active = inhibition of at least 40% at 20 µM;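 also: plate controls were DMSO wells for no effect and DEVD-CHO caspase inhibitor wells for full effect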
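Material: reconstituted apoptosome with Apaf-1, cytochrome c, caspase-9, procaspase-3, dATP. Technique: Rh110 fluorescence intensity. Buffer or medium: pH 7.5 Hepes buffer with CHAPS, BSA, DTT. Times: 30 min plus 50 min, RT.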
SENP8 block-2 = SENP8 (human) protease inhibition. recombinant SENP8, Nedd8 substrate fluorescence. inhibition, % at 20 µM. 360,000 tested, 0.64% active. AID 602440; in the data active = inhibition mostly above about 40%, no sharp cut-off; inactive = mostly below about 27%
Starred values were filed as active, the others as inactive; nt = not tested or not shown.

Sample of the layout, 5 compounds:
[1] Cc1ccc(NC(=O)C2C3CCC(O3)C2C(=O)O)cc1C (stereo not drawn)
[2] COc1ccc(OC)c(C2CC(=O)C3=C(C2)NC(=O)CC3c2ccc(O)c(OC)c2)c1 (stereo not drawn)
[3] C[C@H]1COC(=O)[C@@H](Cc2ccc(F)cc2)C/C=C\C[C@@H](CC(=O)N[C@@H](CO)Cc2ccccc2)C(=O)N1
[4] COc1ccc(S(=O)(=O)NC(N)=NCCc2ccccc2OC)cc1
[5] N#C/C(=C\c1ccc(Sc2ccc(Cl)cc2)o1)c1nc2ccccc2[nH]1
Assay by compound | 1 | 2 | 3 | 4 | 5
HKDC1 inh | -1.0 | 1.5 | 0.0 | 2.8 | 0.1
SENP7 inh | -1.4 | -2.4 | 7.7 | 4.2 | nt
SENP6 inh | -0.3 | -22.1 | -10.9 | -6.2 | nt
Apaf-1 inh | -9.6 | 9.9 | 15.1 | -1.9 | nt
SENP8 block-1 | -5.0 | -0.6 | 0.7 | 2.6 | nt
SENP8 block-2 | 18.5 | 5.1 | 3.5 | 11.1 | -176.8
SENP1 inh | 0.3 | 2.4 | 1.5 | 0.8 | -25.5
PfGluPho inh | 4.7 | -15.8 | -7.6 | 0.2 | 19.2

Main list, from the start:
[1] Cc1ccc(NC(=O)C2C3CCC(O3)C2C(=O)O)cc1C (stereo not drawn)
[2] COc1ccc(OC)c(C2CC(=O)C3=C(C2)NC(=O)CC3c2ccc(O)c(OC)c2)c1 (stereo not drawn)
[3] C[C@H]1COC(=O)[C@@H](Cc2ccc(F)cc2)C/C=C\C[C@@H](CC(=O)N[C@@H](CO)Cc2ccccc2)C(=O)N1
[4] COc1ccc(S(=O)(=O)NC(N)=NCCc2ccccc2OC)cc1
[5] N#C/C(=C\c1ccc(Sc2ccc(Cl)cc2)o1)c1nc2ccccc2[nH]1
[6] Cc1ccc(-n2c(C)cc(/C=N/NC(=O)c3ccncc3)c2C)cc1
[7] CCOC(=O)c1sc2ncn(C(CC)C(=O)OC)c(=O)c2c1C (stereo not drawn)
[8] CCOC(=O)c1cnn(-c2cc(C)nc3c(-c4ccccc4)cnn23)c1N
[9] N#CC1=C(N2CCOCC2)/C(=C\c2ccccc2)CC1
[10] CCN1C[C@@H]2[C@@H]3C(=O)N(C)C(=O)[C@@H]3[C@](C)(C1=O)N2C(=O)c1ccc(C)cc1
Assay by compound | 1 | 2 | 3 | 4 | 5 | 6 | 7 | 8 | 9 | 10
HKDC1 inh | -1.0 | 1.5 | 0.0 | 2.8 | 0.1 | -11.2 | -7.6 | -2.2 | -5.2 | -2.4
SENP7 inh | -1.4 | -2.4 | 7.7 | 4.2 | nt | 1.8 | 0.0 | 8.6 | -1.3 | nt
SENP6 inh | -0.3 | -22.1 | -10.9 | -6.2 | nt | -11.6 | -7.7 | 14.7 | -10.3 | nt
Apaf-1 inh | -9.6 | 9.9 | 15.1 | -1.9 | nt | 6.8 | 4.7 | 10.5 | 2.8 | nt
SENP8 block-1 | -5.0 | -0.6 | 0.7 | 2.6 | nt | -9.3 | 1.9 | -1.9 | -9.9 | nt
SENP8 block-2 | 18.5 | 5.1 | 3.5 | 11.1 | -176.8 | 8.9 | 13.1 | 28.5 | -405.8 | 18.7
SENP1 inh | 0.3 | 2.4 | 1.5 | 0.8 | -25.5 | 1.0 | 0.6 | 1.2 | -4.0 | 1.8
PfGluPho inh | 4.7 | -15.8 | -7.6 | 0.2 | 19.2 | 8.6 | -1.7 | -0.5 | 8.4 | 2.2

[11] CC1CCN(S(=O)(=O)c2ccc(NC(=O)C3CCN(C(=O)c4ccco4)CC3)cc2)CC1
[12] NC(=S)Nc1ccc2c(c1)OCO2
[13] COc1ccccc1NC(=S)NCc1ccccn1
[14] Cc1ccc(S(=O)(=O)c2nc(S(=O)(=O)CCO)sc2N2CCOCC2)cc1
[15] CCN1CCN(C(=S)c2ccc([N+](=O)[O-])cc2)CC1
[16] CCCC(=O)Nc1ccc2c(c1)nc(CN1CCN(C(=O)OCC)CC1)n2C
[17] CCOc1ccc(NC(=O)CN(C)C(=O)c2nc3nc(C)cc(C)n3n2)cc1OCC
[18] COCc1cc(C)nc2sc3c(=O)oc(C)nc3c12
[19] O=C(CSc1nc2cccnc2n1Cc1ccccc1)N1CCCC1
[20] CCOC(=O)C1CCCN(CC(=O)Nc2nc(-c3ccccc3)cs2)C1 (stereo not drawn)
Assay by compound | 11 | 12 | 13 | 14 | 15 | 16 | 17 | 18 | 19 | 20
HKDC1 inh | 1.8 | -2.1 | -4.6 | -2.8 | -12.0 | 11.0 | 2.0 | 1.5 | -0.8 | 6.8
SENP7 inh | 6.2 | -1.8 | -3.3 | -6.0 | 1.7 | -3.0 | -2.4 | -3.2 | -7.2 | -2.4
SENP6 inh | 13.8 | -9.8 | 13.5 | 7.0 | 2.5 | 4.6 | -11.0 | -11.9 | 1.1 | 18.3
Apaf-1 inh | 10.8 | -14.1 | -16.9 | -3.7 | -7.7 | 1.1 | 9.6 | -14.0 | 0.3 | 12.8
SENP8 block-1 | -2.7 | 0.7 | -4.0 | -9.1 | 4.2 | 7.5 | -16.8 | 1.7 | -0.7 | -3.2
SENP8 block-2 | -0.4 | 22.4 | -1.0 | 11.3 | 16.1 | 9.7 | 15.2 | -2.2 | -20.0 | 6.2
SENP1 inh | -0.3 | 0.2 | -0.5 | 2.4 | 1.3 | -3.4 | -0.8 | 1.2 | -2.3 | 1.4
PfGluPho inh | -5.1 | -5.5 | -5.1 | 3.2 | 53.5 | -10.3 | -3.3 | -6.7 | 4.3 | -4.2

[21] Nc1nc(SCC(=O)c2c(N)n(C3CC3)c(=O)[nH]c2=O)n[nH]1
[22] NS(=O)(=O)c1ccc(NC(=O)c2cc(-c3cccs3)nc3ccccc23)cc1
[23] CCOc1ccccc1/C=N/Nc1nc2c(N)ncnc2n1[C@H]1O[C@@H](CO)[C@H](O)[C@@H]1O
[24] O=C(CN1CCN(S(=O)(=O)c2ccc3ccccc3c2)CC1)Nc1ccc2c(c1)CCC2
[25] O=C(CN1CCN(S(=O)(=O)c2ccc3c(c2)OCCO3)CC1)Nc1cccc(F)c1
[26] C/C(=N\NC(=O)CCc1ccc(S(=O)(=O)N2CCOCC2)cc1)c1ccc(OC(F)F)cc1
[27] O=c1[nH]nc(Cc2ccc(Cl)cc2)c2ccccc12
[28] CCC(=O)n1nc(NCc2ccccc2OC)nc1NCc1ccccc1OC
Assay by compound | 21 | 22 | 23 | 24 | 25 | 26 | 27 | 28
HKDC1 inh | -5.4 | -10.2 | 0.7 | 8.7 | -4.9 | 0.2 | 2.5 | 3.3
SENP7 inh | -11.7 | 8.3 | 0.4 | -6.5 | 0.6 | 2.9 | 3.4 | 1.3
SENP6 inh | -22.9 | -9.7 | -9.7 | -7.4 | -1.3 | 20.9 | 4.1 | -11.7
Apaf-1 inh | 2.3 | -1.7 | -13.4 | 8.5 | 9.8 | 3.1 | -2.1 | 2.2
SENP8 block-1 | -8.4 | -0.1 | -2.4 | -3.9 | -5.5 | -5.9 | 7.7 | -0.7
SENP8 block-2 | -1.6 | -395.2 | -210.3 | 8.7 | 4.2 | 3.2 | 26.6 | 11.2
SENP1 inh | 2.1 | -1.2 | -0.6 | -0.4 | -0.9 | 2.0 | 2.4 | 3.1
PfGluPho inh | 4.5 | -14.0 | -9.0 | 10.2 | 3.0 | 0.3 | -2.1 | 10.2
